Mac1 fbg inh – inhibitors of CD11b/CD18 adhesion to fibrinogen, primary screen, K562 cells, luminescence; ATPlite luminescence; Mn2+ added to activate the integrin; inhibition, % at 10 µM; 93,000 tested, 0.54% active; AID 1497, 2009;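 active = primary inhibition of 50% or more at 10 µM, then 40% or more on retest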; also: some results filed as inactive read as strong as hits
CYP2C19 inh – blockers of cytochrome P450 2C19 activity – biochemical, luminescence, ADME assay, primary screen; P33261; CYP2C19 Supersomes, luciferin-H EGE luminescence, 30 min; inhibition, % at 5 µM; 96,000 tested, 21% active;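 active = CYP2C19 inhibition above a set limit at 5 µM in the primary screen, cut at about 50% in these data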;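 also: plate controls were negative control wells for no effect and 2.5 mM tranylcypromine positive control for full effect; values of inactives mirror those of a sister screen read the other way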
Target sequence (P33261 whole entry, looked up): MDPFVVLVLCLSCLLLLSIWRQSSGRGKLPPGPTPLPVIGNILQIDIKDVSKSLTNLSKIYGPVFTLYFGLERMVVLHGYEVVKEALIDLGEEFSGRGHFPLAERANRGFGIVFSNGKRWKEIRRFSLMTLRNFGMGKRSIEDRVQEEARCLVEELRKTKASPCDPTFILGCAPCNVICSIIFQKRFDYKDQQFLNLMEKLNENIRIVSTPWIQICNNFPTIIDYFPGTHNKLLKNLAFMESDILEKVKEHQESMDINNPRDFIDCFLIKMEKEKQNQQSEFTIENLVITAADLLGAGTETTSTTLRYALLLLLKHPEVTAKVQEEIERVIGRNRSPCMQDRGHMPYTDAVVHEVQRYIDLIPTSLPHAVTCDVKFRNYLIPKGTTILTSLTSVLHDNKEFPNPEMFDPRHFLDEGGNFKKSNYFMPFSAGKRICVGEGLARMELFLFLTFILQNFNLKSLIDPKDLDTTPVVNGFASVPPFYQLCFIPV
CD11b adhes enh – enhancers of CD11b/CD18 adhesion to fibrinogen, primary screen, K562 cells, luminescence; ATPlite luminescence; activation, % at 10 µM; 93,000 tested, 0.07% active;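 active = 10 µM primary screen giving 50% or more activity, confirmed by 40% or more on retest at that dose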; also: strong numbers were not always called active
H69AR inhibit – proliferation blockers of H69AR lung cancer cells, primary screen, cell-based, human, 86K library; 85,000 tested, 6% active; viability, % at 10 µM; H69AR lung tumor viability, ATP luminescence, 72 h; active compounds read low;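 active = viability at or below 40%; inactive = viability above 40%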;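 also: multidrug resistant small cell line overexpressing MRP-1 efflux transporter; 100% = mean luminescence of untreated control wells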
Lung fibro prol – antiproliferative effect on LL 47 fibroblasts – human, LL 47 cells, CellTiter-Glo luminescence, primary screen; LL 47 human lung fibroblast viability, ATP luminescence; active compounds read low; viability, % at 10 µM; 85,000 tested, 1.1% active; AID 719, 2007;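 active = viability at or below 50% in the single dose screen; inactive = viability above 50%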;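 also: compound exposure lasted 72 h before the ATP readout; 100% = median luminescence of untreated cell-only wells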
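Material: Human LL 47 lung fibroblast cells | Input: 1,150 cells/well | Buffer or medium: IMEM plus 15% FBS | Compound dosing: 0.1% DMSO in all compound wells | Times: Overnight cell rest, 72 h compound treatment at 37 °C | Signal: CellTiter-Glo luminescence measuring cellular ATP | Measure: % viability versus median cells-only luminescence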
CYP2C19 act – human CYP2C19 activators, primary screen, biochemical, luminescence; Cytochrome P450 2C19 (Homo sapiens), P33261; activation factor at 5 µM; 96,000 tested, under 10 active; recombinant CYP2C19, luciferin-H EGE luminescence; active compounds read high; 0 = fully inhibited enzyme, 1 = untreated enzyme; AID 1025, 2008;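 active = activation factor of at least 2 at 5 µM in the primary screen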;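 also: 0 = wells with 2.5 mM tranylcypromine and 1 = vehicle-only wells; values of inactives mirror those of a sister screen read the other way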
ERa coact pot – enhancers of ERα–SRC-1 coactivator binding, primary screen, biochemical, TR-FRET, ERα LBD, low estradiol; 86,000 tested, 1.3% active; TR-FRET ERalpha-LBD/SRC-Cy5 coactivator binding, 2 h; 100 = basal binding, no effect; Estrogen receptor (Homo sapiens), P03372; AID 639, 2007; coactivator binding (% of control), % at 25.6 µM; in the data active = activity above about 200%;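 also: binding measured in presence of low estradiol as agonist stimulus; 0% = peptide alone without receptor and 100% = receptor with peptide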
ERa coact inh – ERα–SRC-1 coactivator interaction inhibitors, primary screen, biochemical, TR-FRET, ERα LBD, estradiol-bound | Estrogen receptor (Homo sapiens), P03372 | 86,000 tested, 1.7% active | inhibition, % at 25.6 µM | TR-FRET ER-alpha LBD / SRC-1 peptide; in the data active = inhibition above about 50%;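 also: 0% = receptor plus peptide control and 100% = peptide only without receptor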
HUVEC prolif 384 – inhibitors of HUVEC proliferation, primary screen, cell-based, 384-well. viability, % at 10 µM (by protocol). CellTiter-Glo luminescence, 72 h; active compounds read low. AID 648, 2007. 86,000 tested, 1.1% active;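 active = viability at or below 30%; inactive = viability above 30%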;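 also: 100% = median luminescence of DMSO-only cell control wells on each plate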
Numbers without * were called inactive; nt = not tested or not shown; [ ] = another dose, or the depositor's remark. The order is random, and some 26% of all compounds hit somewhere here.

SMILES	Mac1 fbg inh	CYP2C19 inh	CD11b adhes enh	H69AR inhibit	Lung fibro prol	CYP2C19 act	ERa coact pot	ERa coact inh	HUVEC prolif 384
CC1CCN(c2nc3c(c(=O)[nH]c(=O)n3C)n2Cc2ccccc2)CC1	-10	22	4	84	97	0.8	92	-1	93
OC1(c2ccc3c(c2)OCO3)CCN(Cc2ccccn2)CC1	4	-9	1	79	113	1.1	117	6	97
CCC(C)NS(=O)(=O)c1ccc(OCC(=O)NCc2cccnc2)cc1 (stereo not drawn)	-2	5	0	96	99	1	100	5	92
CC(=O)c1cc(CC=C(C)C)c(O)c(CC=C(C)C)c1O	5	84*	14	nt	nt	0.2	nt	nt	nt
Cc1nc2ccccc2n1CCC(=O)O	-32	-4	0	106	106	1	82[fluorescence artefact?]	-6	91
COc1cccc(CN2C(=O)CN(C3CCCCC3)C(=O)C2c2ccc(F)cc2)c1 (stereo not drawn)	-13	16	-4	86	91	0.8	105	6[fluorescence artefact?]	97
Cc1ccc(C(=O)Nc2ccccc2NC(=O)c2ccc(C)o2)o1	6	21	1	86	98	0.8	93	7	87
CCOC(=O)CSc1nc2c([nH]c3ccccc32)c(=O)n1C	-13	-9	10	86	95	1.1	108	-3	102
N#Cc1ccccc1NC1=CC(=O)CCC1	-20	-13	-2	42	nt	1.1	115	1	95
Cn1c(Sc2ccc(C(F)(F)F)cc2[N+](=O)[O-])nnc1-c1ccccc1	-20	34	2	nt	nt	0.7	nt	nt	nt
CCC(=O)Nc1nc2ccc(S(C)(=O)=O)cc2s1	nt	nt	nt	56	93	nt	71	9	87
COc1ccc(C(=O)c2ccc(OC)cc2O)c(O)c1	-1	38	-3	32*	89	0.6	91	-2	90
c1ccc2c(c1)CCCN2Cc1nnc2n1CCCCC2	4	-2	102	91	109	1	100	-18	103
c1ccc(NCn2cncn2)nc1	-5	-7	-4	101	105	1.1	93	-8	96
CN(C)c1ccc(C2C3C(=O)N(c4ccc(C(=O)O)cc4)C(=O)C3ON2c2ccccc2)cc1 (stereo not drawn)	4	1	0	91	96	1	102	-5	95
CCOc1ccc2nc(SCC(=O)NC3CCS(=O)(=O)C3)[nH]c2c1 (stereo not drawn)	6	0	-1	89	101	1	101	1	102
CC1=NN(C(=O)Cc2ccc(C)cc2)C(O)(c2cccnc2)C1 (stereo not drawn)	0	63*	-5	nt	nt	0.4	nt	nt	nt
CCC(=O)Nc1ccc2c(c1)C(=O)N(C1CCCCC1)C2=O	-3	-2	6	95	92	1	172	-4[fluorescence artefact?]	101
CCc1cc(=O)oc2cc(C)c(CN3CCCCC3)c(O)c12	3	14	-1	82	101	0.9	92[fluorescence artefact?]	9[fluorescence artefact?]	102
CC1(c2cc([N+](=O)[O-])cc([N+](=O)[O-])c2)CC(C)(C)N(C(=O)c2ccccc2)c2ccccc21 (stereo not drawn)	-2	-8	-7	nt	nt	1.1	nt	nt	nt
CC(=O)c1nn(-c2cccc(Br)c2)cc1C(=O)c1ccc(C)cc1	5	-4	-5	nt	nt	1	nt	nt	nt
O=[n+]1cc(-c2cccc3ccccc23)n([O-])c2c1CCC2	-22	-9	-3	97	113	1.1	95	-2	96
O=C(CN1CC(c2ccccc2)CC1=O)OCc1cccc(Br)c1 (stereo not drawn)	2	25	-2	73	99	0.8	108	0	93
Cn1nnnc1SCC(=O)N1CCOCC1	nt	nt	nt	102	119	nt	127[fluorescence artefact?]	-9	99
CCOc1cc(/C=C\[N+](=O)[O-])ccc1OCC(=O)Nc1ccccc1C	3	11	0	nt	nt	0.9	nt	nt	nt

The listing continues:
SMILES	Mac1 fbg inh	CYP2C19 inh	CD11b adhes enh	H69AR inhibit	Lung fibro prol	CYP2C19 act	ERa coact pot	ERa coact inh	HUVEC prolif 384
CC1CCN(c2oc(-c3ccccc3Cl)nc2C#N)CC1	53	86*	-3	84	96	0.1	96	-2[fluorescence artefact?]	91
CC(C)NC(=O)CSc1nc2ccccc2n1CC(=O)N1CCc2ccccc21	-14	72*	-2	80	103	0.3	100	31	92
C=CCNC(=O)CN(c1ccc(OC)cc1OC)S(C)(=O)=O	-5	17	-2	94	98	0.8	105	3	85
COc1ccc(-n2c(C)cc(C(=O)Cn3nnc4ccccc4c3=O)c2C)cc1	0	60*	3	75	93	0.4	97	-7	93
O=C(O)c1c[nH]c2c(C(F)(F)F)cccc2c1=O	-3	-8	-3	84	95	1.1	88	-2	90
ONC(=Nc1ccc(Cl)cc1)c1ccccc1Cl	-14	84*	-4	nt	nt	0.2	nt	nt	nt
Cn1c(Cc2ccccc2)nnc1SCC(=O)Nc1ccc2c(c1)OCCO2	-10	75*	9	89	90	0.3	110	4[fluorescence artefact?]	96
Cc1cccc(C)c1NC(=O)CSc1nnc(Cn2nnc(-c3ccccc3)n2)n1-c1ccccc1	-3	74*	0	nt	91	0.3	123	25	84
COc1ccccc1N1CCN(C(=O)Cc2cccs2)CC1	-2	19	2	96	110	0.8	66	18[fluorescence artefact?]	101
COc1ccc(CC(=O)NC(C)c2nnc(SCCOc3ccc(OC)cc3)n2C)cc1 (stereo not drawn)	-27	5	-2	94	102	1	108	1	108
O=C(c1cncc(Br)c1)N1CCCc2ccccc21	-9	62*	1	105	99	0.4	110	-4	100
C/C(=N/Oc1nc(C)cc(C)n1)c1ccc(Br)cc1	-28	53*	-3	108	104	0.5	96	0	103
CCOC(=O)N1CCC(N2C(=O)c3ccccc3C2=O)CC1	-2	16	1	102	112	0.8	100	-2	112
CC(NC(=O)CSc1nc2sc3c(c2c(=O)n1-c1ccccc1)CCCC3)c1ccccc1 (stereo not drawn)	nt	nt	nt	1.9*	92	nt	93	35[fluorescence artefact?]	67
N#CCC1c2ccccc2CCN1C(=O)Nc1ccc(C(F)(F)F)cc1 (stereo not drawn)	7	23	0	nt	nt	0.8	nt	nt	nt
CCOCCc1c(O)nc(SCC(=O)NCc2ccco2)[nH]c1=O	4	-13	-6	92	104	1.1	89	8	89
COCC(=O)Nc1cc(OC)c(Cl)cc1OC	-46	38	2	96	100	0.6	99	-11	99
CC(C)C(=O)Nc1ccc(NC(=O)c2cccc(F)c2)cn1	-6	2	-1	88	105	1	129	-5	102
CCC(Sc1nc2ccccc2s1)C(=O)Nc1cc(C)on1 (stereo not drawn)	nt	nt	nt	77	106	nt	99	-1	100
CCCCNC(=O)CCCCCn1c(=O)[nH]c2cc(OC)c(OC)cc2c1=O	-2	11	-2	88	104	0.9	107	14[fluorescence artefact?]	94
COc1ccc(CCNC(=O)CN2CCC(C(N)=O)CC2)cc1	0	-19	0	99	104	1.2	121	-2	87
COc1ccc(NC(=O)c2cc(-c3cccnc3)nc3ccc(C)cc23)cc1OC	13	-10	1	nt	nt	1.1	nt	nt	nt
Cc1cc(C(=O)Cn2cncn2)c(C)n1CCc1ccc(F)cc1	-15	99*	0	89	99	0	100	-18	101
Cc1ccc(-c2ccc(CCC(=O)O)n2NC(=O)c2ccco2)cc1	0	-2	0	92	107	1	92	-20	96
O=C(N/N=C/c1ccc(N2CCOCC2)o1)c1cccc(F)c1	nt	nt	nt	101	97	nt	111	-15	91
COc1ccccc1-c1ccc(Nc2ccc(C(=O)N3CCOCC3)cc2)nn1	nt	nt	nt	90	101	nt	95	0	100
CCCCc1cc(=O)oc2cc(OCC(=O)N(CC)CC)ccc12	11	17	-2	nt	nt	0.8	nt	nt	nt

Screening data (PubChem)
